# S100A4 inh HTS = blocks human S100A4 binding to myosin IIA peptide. P26447. S100A4/TAMRA-MyoIIA peptide fluorescence polarization. inhibition, % at 10.7 µM. 360,000 tested, 0.14% active. AID 652163;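 active = mean inhibition of at least 70% across replicates, with every replicate also reaching that level; inconclusive = mean inhibition reaches 70% but some replicates fall short; inactive = mean inhibition below 70%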
# Target sequence (P26447 whole entry, looked up): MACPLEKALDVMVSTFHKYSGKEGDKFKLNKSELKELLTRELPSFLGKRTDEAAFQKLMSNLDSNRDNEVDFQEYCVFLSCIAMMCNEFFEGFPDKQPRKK
#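 assay system = human S100A4 monomer with TAMRA-labelled myosin IIA peptide | also added = labelled myosin peptide probe, 5 nM | incubation = 5 min between mix addition and reading | control set = DMSO and TFP controls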
# esBAF inh = blocks esBAF chromatin remodeling in mouse ES cells; reporter increase, % at 12.5 µM; 350,000 tested, 2% active; Bmi1-luciferase knock-in reporter, 24 h; 100% = twice the neutral-well signal; in the data active = activation above about 40%; inconclusive = no clear call, values can overlap the other calls;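 also: 0% = median of the plate's neutral control wells and 100% = double that signal; a rise in the Bmi1 reporter signal indicates esBAF inhibition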
# SIRT5 block = inhibitors of human sirtuin-5 desuccinylase; 330,000 tested, 1.1% active; inhibition, % at 15 µM; Q9NXA8; AID 652115; Purified SirT5, succinyl-peptide AMC, trypsin-coupled fluorescence; in the data active = inhibition above about 15%; inconclusive = no clear call, values can overlap the other calls
# Target sequence (Q9NXA8 whole entry, looked up): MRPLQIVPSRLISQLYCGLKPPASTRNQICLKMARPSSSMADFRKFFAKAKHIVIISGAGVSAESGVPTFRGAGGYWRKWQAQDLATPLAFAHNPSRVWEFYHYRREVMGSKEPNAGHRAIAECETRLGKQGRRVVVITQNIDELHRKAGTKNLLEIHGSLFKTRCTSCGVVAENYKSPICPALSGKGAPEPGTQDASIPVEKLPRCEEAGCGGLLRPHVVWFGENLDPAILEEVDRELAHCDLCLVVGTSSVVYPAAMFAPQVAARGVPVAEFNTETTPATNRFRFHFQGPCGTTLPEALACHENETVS
# FN deposition inh = fibronectin deposition inhibition; AH1F fibroblasts, Alexa488-fibronectin deposition fluorescence, overnight; inhibition, % at 12.6 µM; 350,000 tested, 0.086% active; AID 743247;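 active = mean inhibition across replicates of 30% or more, regardless of how many single replicates reach that level; inconclusive = mean under 30% yet at least half of replicates reach 30%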;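 also: positive control wells lacked labelled fibronectin entirely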
#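 Assay system: AH1F fibroblast monolayer, labelled fibronectin deposition. Amount: 10000 cells per well. Also added: labelled fibronectin 24 nM. Compound: single-point pinned compound. Incubation: cell attachment 1 h, compound and FN exposure overnight. Detection: fluorescence after three HBSS washes, excitation 485 nm, emission 525 nm. Read-out: inhibition of fibronectin deposition signal.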
# Statin myotox sup = suppression of simvastatin myotoxicity. 330,000 tested, 0.78% active. AID 602340. rescue of ATP level, % at 7.49 µM. C2C12 myotubes + simvastatin, ATP luminescence, 48 h; scaled: DMSO 0, geranylgeraniol control 100;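 active = mean ATP rescue above about 67%, or every replicate alone reaching that limit, limit read from the data, passing the limit was not always enough; inconclusive = no clear call, values can overlap the other calls; inactive = mean under the limit and some replicate under it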;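 also: myotubes were challenged with 10 µM simvastatin during compound exposure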
# CASP6 VEID inh = caspase-6 (human) enzyme inhibition; P55212; purified caspase-6, Z-VEID-R110 cleavage fluorescence; inhibition, % at 12.5 µM; 350,000 tested, 0.53% active; AID 686996;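 active = mean inhibition across replicates at least about 35%, with every replicate also reaching that limit, limit read from the data; inconclusive = only one of the two criteria met; inactive = neither criterion met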;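 also: 0% = median of neutral control wells and 100% = no fluorescence left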
# Target sequence (P55212 24-179 limits assumed): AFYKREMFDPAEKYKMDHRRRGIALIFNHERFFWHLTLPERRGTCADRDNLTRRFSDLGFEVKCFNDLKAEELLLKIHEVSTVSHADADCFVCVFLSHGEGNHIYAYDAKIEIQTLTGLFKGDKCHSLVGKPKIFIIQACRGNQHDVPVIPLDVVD
# Target sequence (P55212 194-293 limits assumed): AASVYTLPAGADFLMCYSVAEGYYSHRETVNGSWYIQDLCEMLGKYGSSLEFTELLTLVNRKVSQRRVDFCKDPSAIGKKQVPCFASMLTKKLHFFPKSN
# LGR2 antag = Drosophila LGR2 receptor signaling inhibition; HEK293 LGR2, CRE-luciferase, bursicon-stimulated, 4 h; inhibition, % at 9.99 µM; 380,000 tested, 0.35% active; AID 720647;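 active = drop in luminescence signal, shown as inhibition above about 50% in the replicate tests, limit read from the data, passing the limit was not always enough; inconclusive = probably only some replicates passing the limit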;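 also: agonist challenge used bursicon conditioned medium at about half maximal strength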
# * = called active by the depositor; u = inconclusive; x = not tested or not shown.
# Value order: S100A4 inh HTS	esBAF inh	SIRT5 block	FN deposition inh	Statin myotox sup	CASP6 VEID inh	LGR2 antag
1) C[C@@H]1CCCCO[C@@H](CN(C)S(=O)(=O)c2cn(C)cn2)[C@H](C)CN([C@H](C)CO)C(=O)c2cc(NC(=O)Nc3cccc4ccccc34)ccc2O1
  -7.2	7.1	-2.0	2.4	x	1.6	0.0
2) CCCNC(=O)[C@H]1[C@H](CO)[C@H]2Cn3c(ccc(/C=C/c4ccccc4)c3=O)[C@H]2N1CC
  51.6	17.2	-53.4	x	27.2	0.5	-5.4
3) CC(NC(=O)COc1ccc(N(C)S(=O)(=O)c2ccccc2)cc1)c1ccccc1 (stereo not given)
  -0.2	-8.9	3.0	-7.7	-2.9	3.3	-2.1
4) CC1(Oc2cccc(C#N)c2)CCN(Cc2ccc(-c3ccccn3)cc2)C1 (stereo not given)
  -6.8	-1.9	x	-2.5	-0.6	-2.3	-19.4
5) Cc1ccc(N(C(=O)c2ccco2)C(C(=O)NC2CCCC2)c2cccnc2)cc1C (stereo not given)
  0.1	0.3	0.0	3.3	5.9	0.2	-2.2
6) O=C(Nc1nnc(SCC(=O)N2CCOCC2)s1)c1ccccc1
  -4.5	x	6.6	-12.0	x	0.5	13.5
7) O=C(Nc1ccc(Nc2ccccc2)cc1)c1ccc(Br)cc1
  -0.6	4.5	0.3	2.0	-37.6	-1.6	x
8) COc1nccc(C(F)(F)F)c1C(=O)NC(=O)Nc1c(C)cccc1C
  -0.5	-12.0	4.9	-8.2	1.6	0.5	-2.7
9) Cc1cc(=O)oc2c(CN3CCCCC3)c(O)ccc12
  -2.9	x	-126.7	0.5	x	1.8	-17.2
10) COc1ccc(CNC(=O)OC23CN(C(=O)OC(C)C)N(C(=O)OC(C)C)CC2(O)CN(S(=O)(=O)c2ccc(C)cc2)C3)cc1OC (stereo not given)
  -2.1	-1.3	0.7	3.8	-4.3	1.6	2.2
11) Cc1cccc(N(C(=O)Cc2cccs2)C(C(=O)NCc2ccco2)c2ccncc2)c1 (stereo not given)
  u	x	-0.9	-6.0	x	x	-18.2
12) O=C(CCc1ccccc1)NNC(=O)c1ccccn1
  1.3	x	-1.8	x	x	-5.0	11.1
13) O=C(NCC1CCCCC1)[C@@H]1[C@@H](CO)[C@@H]2Cn3c(ccc(-c4cncnc4)c3=O)[C@H]1N2
  3.2	3.6	-33.5	x	6.7	0.5	-4.8
14) C=CCNc1nnnc2c1sc1nc(N3CCOCC3)c3c(c12)CCCC3
  -8.6	-7.3	-1.7	6.8	-11.0	0.1	-5.6
15) COc1ccc(Cn2nc(C(=O)O)c3ccccc3c2=O)cc1F
  12.5	-0.8	-3.4	-4.2	4.0	-0.8	-23.4
16) Cc1nc(C)c(C(=O)N/N=C/c2cc(Br)ccc2O)s1
  1.5	-58.8	5.0	-2.6	20.3	-1.2	11.1
17) COc1ccc(-c2cnc3c(c2)C(=O)N([C@H](C)CO)C[C@@H](C)[C@@H](CN(C)C(=O)C2CCOCC2)O3)cc1
  3.7	0.3	-0.5	x	-12.9	-0.1	-4.0
18) O=C(C1CCN(S(=O)(=O)c2ccc(-n3cnnn3)cc2)CC1)N1CCCCC1
  -1.8	-0.8	-7.3	1.0	-12.8	-5.5	11.6
19) Cc1ccccc1/C=C/C1=NCCN1
  -2.6	7.4	-15.3	0.4	0.1	-2.7	10.7
20) C[C@@H]1CN([C@H](C)CO)C(=O)c2cccc(NC(=O)Nc3cccc4ccccc34)c2O[C@H]1CN(C)S(=O)(=O)c1ccc(Cl)cc1
  -0.4	-2.1	-1.4	x	-7.7	0.5	x
21) CCn1c(SCC(=O)c2ccc3c(c2)OCCO3)nnc1C(C)C
  x	28.3	x	x	-1.0	x	5.9
22) COc1ccc2c3c(n(C)c2c1)[C@H](CO)N(CC1CC1)CC31CN(C(=O)c2cccc(F)c2)C1
  15.3	x	3.9	x	x	-1.6	3.9
23) Cc1nn(C(=O)c2ccccc2)c2c1C(=O)CC(C)(C)C2
  x	-8.6	x	2.9	0.0	x	x
24) COc1ccc(C(=O)O)cc1NC(=S)NC(=O)C(c1ccccc1)c1ccccc1
  0.3	-9.5	6.9	0.5	17.7	5.5	6.5
25) COc1ccc(CN2CCN(Cc3ccccc3F)CC2)cc1OC
  -0.8	-7.2	-3.5	-11.8	14.5	-3.0	-9.6
26) COc1cccc(NC(=O)CSc2nnc(NC(=O)C3CCC3)s2)c1
  -0.2	-9.1	-7.0	4.3	7.3	0.6	13.2
27) O=C(Nc1ccccc1)N1C[C@@H]2[C@H](c3ccccc31)[C@@H](CO)N2C(=O)Cc1ccccn1
  5.9	19.5	-0.4	x	-7.2	1.7	-7.2
28) C[C@@H]1CN([C@H](C)CO)C(=O)c2cc(NS(=O)(=O)c3cccs3)ccc2O[C@@H](C)CCCCO[C@H]1CN(C)Cc1ccncc1
  18.1	-4.5	-6.5	x	x	0.6	-12.7
29) COc1ccc(S(=O)(=O)N(C)C)cc1NC(=O)CSc1nc(N)cc(N)n1
  -1.8	-4.7	0.6	-3.4	54.5	6.3	12.1
30) CCOC(=O)[C@]12CCCC=C1N(Cc1ccc(Cl)cc1Cl)C(=O)[C@H](CC(=O)NCc1cccc(C(F)(F)F)c1)C2
  1.7	x	1.5	1.7	x	-0.5	21.5

# Overlap with the part before: two entries, then new ones.
# Value order: S100A4 inh HTS	esBAF inh	SIRT5 block	FN deposition inh	Statin myotox sup	CASP6 VEID inh	LGR2 antag
29) COc1ccc(S(=O)(=O)N(C)C)cc1NC(=O)CSc1nc(N)cc(N)n1
  -1.8	-4.7	0.6	-3.4	54.5	6.3	12.1
30) CCOC(=O)[C@]12CCCC=C1N(Cc1ccc(Cl)cc1Cl)C(=O)[C@H](CC(=O)NCc1cccc(C(F)(F)F)c1)C2
  1.7	x	1.5	1.7	x	-0.5	21.5
31) O=C(c1cc(C(=O)c2ccco2)cc(C(=O)c2ccco2)c1)c1ccco1
  -6.0	x	-8.2	1.9	x	-0.1	-3.5
32) COCC(C)n1c(SCC(=O)N2CCc3ccccc3C2)nc2ccccc2c1=O (stereo not given)
  -1.5	x	1.0	11.9	x	0.6	9.6
33) CCOC(=O)C1=NN(C(=O)c2ccc(OC)cc2)C(O)(c2ccc(Cl)cc2)C1 (stereo not given)
  -1.5	x	2.0	-0.8	x	x	10.6
34) CCCC(=O)c1c(NCCO)cc(C)oc1=O
  -1.1	x	0.2	6.3	x	-2.4	8.1
35) COc1ccc(C(=O)NCCS(=O)(=O)NC(C)c2ccccc2)cc1 (stereo not given)
  -1.3	0.5	0.0	1.1	-6.9	0.2	2.9
36) COc1ccc(CCC(=O)N2CCN(c3ccc([N+](=O)[O-])cc3)CC2)cc1OC
  -4.6	-2.4	2.6	0.0	-2.5	x	12.6
37) COc1cc(C2=NOC(C(=O)N3CCCc4ccccc43)C2)cc(OC)c1OC (stereo not given)
  x	-5.5	x	4.6	17.8	x	-5.3
38) CC(C)NC(=O)N1CCCCN2[C@H](CO)[C@H](c3ccc(C#Cc4ccccc4)cc3)[C@H]2C1
  -8.1	x	-0.2	x	x	0.2	8.3
39) COc1ccc(C(=O)OCC(=O)NC(C)CCc2ccccc2)c(OC)c1 (stereo not given)
  -1.9	-3.3	-1.9	x	-3.4	-0.7	8.8
40) CCCCCc1c(-c2ccccc2)ncn1CCc1ccccc1OC
  -3.4	x	x	-6.9	x	1.5	-14.5
41) CCOC(=O)c1cc(=O)nc(N)s1
  -2.0	0.6	x	12.8	-6.3	-6.4	0.2
42) CCC(C)NC(=O)c1ccc(C(=O)c2ccccc2)cc1 (stereo not given)
  -1.5	u	x	5.2	0.6	0.2	-7.9
43) COc1ccc(S(=O)(=O)N2C[C@H](O)COC[C@H]3O[C@H](CC(=O)NCc4ccc(Cl)c(Cl)c4)CC[C@@H]32)cc1
  5.3	1.3	-7.6	9.5	4.0	-3.9	1.5
44) O=C(NNc1ncnc2c1cnn2-c1cccc(Cl)c1)c1ccco1
  7.0	16.6	-2.3	1.2	-11.3	-0.1	-7.1
45) O=C(c1ccco1)N1CCN(CCOc2ccccc2)CC1
  0.9	29.1	-3.9	12.0	4.7	1.3	5.8
46) Cc1c(OCC(=O)NCCCn2ccnc2)ccc2c3c(c(=O)oc12)CCCC3
  -4.2	-0.7	-7.5	-1.3	16.4	-8.2	12.3
47) O=C(NC1CCCC1)C(c1c(F)cccc1Cl)N(C(=O)c1csnn1)C1CC1 (stereo not given)
  -8.4	-1.6	-2.8	8.5	4.0	x	3.6
48) CC(=O)c1cccc(S(=O)(=O)NCCCN2CCOCC2)c1
  -4.6	-1.0	-2.8	4.0	-5.2	17.9	-5.1
49) C=CC[C@]12N=C(c3ccc(OCCCO)cc3)O[C@H]1c1ccccc1CN(Cc1ccccc1)C2=O
  -12.5	x	7.6	x	x	2.9	x
50) CCn1c(=NC(=O)c2cccc(N3C(=O)CCC3=O)c2)sc2c(OC)ccc(OC)c21
  0.6	3.5	-1.1	6.5	-13.0	-1.0	21.4
51) C=CS(=O)(=O)N(C(=C)C(=O)OC)S(C)(=O)=O
  9.3	x	-2.9	10.0	x	2.0	-20.6
52) CCOc1cc2ccccc2cc1C(=O)Nc1ccccn1
  -3.2	18.4	-0.7	2.9	1.5	1.6	-20.3
53) O=C(C[C@@H]1C[C@@H]2c3cc(NS(=O)(=O)c4ccc(F)cc4)ccc3O[C@@H]2[C@@H](CO)O1)NC1CCCCC1
  -7.7	0.2	8.3	-0.7	1.8	2.9	16.4
54) COc1cc2nc(NC(=O)c3ccccc3)sc(=O)c2cc1OC
  -1.5	-15.0	-4.9	6.5	-17.4	1.5	0.2
55) Cc1ccc(C(=O)CCC(=O)OCC(=O)N2CCN(S(=O)(=O)c3ccc(C)cc3C)CC2)cc1
  1.1	-4.0	5.0	3.4	-2.5	-2.3	-24.2
56) Cc1cc(C)nc(SCC(=O)NNS(=O)(=O)c2ccc(C#N)cc2)n1
  -1.8	-5.4	-1.8	3.7	-2.9	33.8	-11.7
57) COCCNC(=O)CCc1c(C)nc2c(-c3ccc(F)cc3)c(C)nn2c1C
  -1.4	-2.4	-1.7	-1.2	-10.6	-1.7	9.7
58) Cc1cc(C)nc(NS(=O)(=O)c2ccc(NS(=O)(=O)c3ccc(F)c(F)c3)cc2)n1
  0.9	2.9	2.2	5.4	17.7	1.3	7.2
59) CCc1ccc(NC(=O)Cn2cnc([N+](=O)[O-])c2)cc1
  0.1	-10.5	0.7	-0.8	6.8	-0.3	0.1
60) O=c1[nH]c2ccccc2cc1-c1nnn(-c2ccc(F)cc2)n1
  -8.9	78.9*	x	14.4	4.4	1.4	-52.7

# Values by screen from the entries so far.
# Entries 38–41 in S100A4 inh HTS, in turn: -8.1, -1.9, -3.4, -2.0

# Additional structures follow:
# Value order: S100A4 inh HTS	esBAF inh	SIRT5 block	FN deposition inh	Statin myotox sup	CASP6 VEID inh	LGR2 antag
61) CO[C@@H]1CN(C)C(=O)c2ccc(NC(=O)C3CCC3)cc2OC[C@@H](C)N(C(=O)NC(C)C)C[C@H]1C
  36.2	-2.4	-7.3	4.4	6.2	-2.6	-18.3
62) C[C@@H]1CN([C@H](C)CO)C(=O)c2cc(NC(=O)Cc3cn(C)c4ccccc34)ccc2O[C@H]1CN(C)C
  -31.6	-9.0	-0.7	x	3.2	-1.8	-8.6
63) CC1=CC(=C2C(=O)c3ccccc3C2=O)C=C(C)N1Cc1ccco1
  -10.9	x	-2.2	-5.3	x	3.2	-56.5
64) CCCn1c2ccccc2c2cc(C(=O)O)ccc21
  -2.4	-3.2	x	-9.6	-2.4	0.3	-9.6
65) COc1ccc(-c2[nH]nc3oc(=O)cc(C)c23)cc1
  x	-8.8	x	-3.8	19.1	x	x
66) CC(=O)c1ccc(S(=O)(=O)N(C)CC(=O)Nc2ccc(C)cc2)cc1
  0.2	0.7	-0.8	2.4	3.8	1.2	12.5

# A portion of the library, so the mix of outcomes need not match the whole.
